DAGLB inh = blocks human DAGLB lipase activity; Q8NCG7; HEK293T DAGLB membrane lysate, EnzChek fluorogenic substrate; inhibition, % at 5.17 µM; actives 0.059% (n = 340,000); AID 504411; in the data active = inhibition above about 34%;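 note: 0% = enzyme with vehicle and 100% = wells lacking enzyme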
Target sequence (Q8NCG7 whole entry, looked up): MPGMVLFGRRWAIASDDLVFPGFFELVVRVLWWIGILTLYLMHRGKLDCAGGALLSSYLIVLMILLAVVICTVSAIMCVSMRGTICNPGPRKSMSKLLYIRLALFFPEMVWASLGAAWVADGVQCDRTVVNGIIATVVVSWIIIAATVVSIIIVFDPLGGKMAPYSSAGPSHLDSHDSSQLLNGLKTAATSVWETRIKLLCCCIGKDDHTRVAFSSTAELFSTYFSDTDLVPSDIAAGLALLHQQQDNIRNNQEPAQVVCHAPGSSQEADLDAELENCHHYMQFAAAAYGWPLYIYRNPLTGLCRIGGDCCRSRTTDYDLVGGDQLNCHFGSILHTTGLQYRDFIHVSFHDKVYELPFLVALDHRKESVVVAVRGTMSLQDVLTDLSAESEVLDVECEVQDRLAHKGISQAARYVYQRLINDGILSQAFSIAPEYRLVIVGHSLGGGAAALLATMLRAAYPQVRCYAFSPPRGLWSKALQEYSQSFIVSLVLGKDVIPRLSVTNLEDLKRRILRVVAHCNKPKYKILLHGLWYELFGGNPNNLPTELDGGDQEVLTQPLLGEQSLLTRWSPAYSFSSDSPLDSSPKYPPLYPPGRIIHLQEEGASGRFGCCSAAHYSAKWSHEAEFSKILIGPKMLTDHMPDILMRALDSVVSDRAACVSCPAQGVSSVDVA
E coli growth = reduces bacterial viability in AddAB counter-screen | AID 449728 | E. coli V3065 growth, OD600 absorbance, 18 h | inhibition, % at 11.9 µM | actives 0.27% (n = 330,000);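 active = inhibition above the campaign's mean inhibition across all tested compounds plus 3 SD, cut at about 9.9% in these data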;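 note: uninfected addAB+ strain grown without phage in ampicillin broth; 0% = DMSO wells and 100% = ciprofloxacin 0.95 µg/ml wells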
Rtt109 Vps75 = blocks Candida albicans Rtt109/Vps75 acetyltransferase activity | Q5AAJ8 | actives 0.16% (n = 330,000) | purified Rtt109/Vps75, ThioGlo CoA-SH fluorescence, 4 h | AID 540336 | inhibition, % at 34.9 µM;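 active = inhibition of at least 50% in every replicate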
Target sequence (Q5AAJ8 whole entry, looked up): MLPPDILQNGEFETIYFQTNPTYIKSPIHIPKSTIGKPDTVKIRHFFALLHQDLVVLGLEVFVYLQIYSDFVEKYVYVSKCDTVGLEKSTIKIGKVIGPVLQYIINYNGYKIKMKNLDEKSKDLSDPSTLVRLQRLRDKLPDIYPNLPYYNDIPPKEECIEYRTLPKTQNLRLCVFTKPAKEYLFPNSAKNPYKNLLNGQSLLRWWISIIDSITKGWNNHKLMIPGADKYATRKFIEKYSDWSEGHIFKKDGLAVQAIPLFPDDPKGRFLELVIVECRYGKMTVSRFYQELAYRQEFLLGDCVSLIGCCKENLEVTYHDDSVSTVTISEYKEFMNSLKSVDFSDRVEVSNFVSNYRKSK
PfHsp90 yeast 2 = reduces growth (ATP signal) of yeast expressing P. falciparum Hsp90. S. cerevisiae expressing PfHsp90, BacTiter-Glo ATP, 48 h; yeast lacking PDR1 and PDR3 efflux regulators. inhibition, % at 9.4 µM. actives 0.32% (n = 310,000). AID 504621;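 active = every replicate shows inhibition above about 80%, whatever the replicate mean, limit read from the data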;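 note: 0% = DMSO neutral controls and 100% = 20 µM radicicol positive controls; yeast relying on Plasmodium falciparum Hsp90 in place of its own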
PvdQ inh = blocks Pseudomonas aeruginosa PvdQ acylase activity; inhibition, % at 10 µM; purified PvdQ acylase, fluorescence plate reader; actives 0.063% (n = 340,000); in the data active = inhibition above about 30%, passing the limit was not always enough;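 note: 0% = vehicle neutral wells and 100% = reference inhibitor wells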
phage Ecoli inh = E. coli growth loss with phage present; growth absorbance; inhibition, % at 11.9 µM; actives 0.26% (n = 360,000); AID 651602; in the data active = inhibition above about 11%
Wnt bcat act = Wnt/beta-catenin pathway activation; Wnt/beta-catenin reporter cell assay, activator, plate reader; activation, % at 9.35 µM; actives 1.2% (n = 300,000); AID 743398; in the data active = activation above about 30%, passing the limit was not always enough;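 note: 0% = neutral control wells and 100% = positive control wells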
Tat export inh = E. coli Tat transport inhibition | E. coli MC4100 TorA-mCherry Tat export, fluorescence | inhibition, % at 10 µM | actives 0.036% (n = 340,000) | AID 488895;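 active = mean replicate inhibition at least 50% and at least half of replicates individually reaching 50%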;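 note: exported cargo escapes ClpAP degradation while cytoplasmic cargo is degraded and loses fluorescence; 0% = median of neutral control wells and 100% = median of NaSCN control wells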
AddAB inh = less growth of phage-infected E. coli with AddAB; E. coli expressing H. pylori AddAB, absorbance growth; inhibition, % at 11.9 µM; actives 0.29% (n = 330,000); AID 435030; in the data active = inhibition above about 12%;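 note: 0% = vehicle wells of infected cells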
CAL PDZ FP = human CAL PDZ-peptide interaction inhibition. Q9HD26. purified CAL PDZ, TMR-peptide fluorescence polarization, 1 h. inhibition, % at 20 µM. actives 0.02% (n = 330,000);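 active = highest replicate inhibition of at least 40%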;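 note: plate controls were DMSO neutral control wells for no effect and unlabeled competitor peptide control wells for full effect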
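Assay system – tagged CAL PDZ protein CerCALP, purified · Timing – 1 h at RT · Compound – single point, 20 µM · Measured by – fluorescence polarization from S- and P-plane intensities, G-factor corrected · Evaluation – inhibition from polarization loss · Probe or stimulus – TMR reporter peptide T*-PRC34 · Buffer or medium – pH 7.4 phosphate-saline buffer, reducing agent, detergent, IgG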
Active calls of the source: *; x = no result given.

SMILES	DAGLB inh	E coli growth	Rtt109 Vps75	PfHsp90 yeast 2	PvdQ inh	phage Ecoli inh	Wnt bcat act	Tat export inh	AddAB inh	CAL PDZ FP
CCCOc1ccc(S(=O)(=O)NNC(=O)c2cc3ccccc3o2)cc1	-1	2.8	x	9	-6	1.8	-1	-2	3.7	-3.0
O=C(c1cc(COc2ccc(F)cc2Cl)on1)N1CCSCC1	0	-1.7	-6	1	-7	2.2	20	3	-0.6	-0.3
Cc1nn(C)c(C)c1CN(Cc1nc(CCC(C)C)no1)C(C)C	1	0.4	9	-5	6	4.0	-2	-1	-2.2	0.2
Cc1ccc(NC2CCCN(C(=O)CCCN3CCCCC3=O)C2)cc1C (stereo unspecified)	3	-1.0	-1	-4	-13	2.4	2	0	-3.7	-0.2
O=C(c1ccccc1)c1c(O)cc(-c2ccccc2)oc1=O	0	-1.7	2	-20	-1	-0.5	5	-3	4.2	0.6
c1ccc2[nH]c(CN3CCCCC3)nc2c1	-1	-2.0	-2	-5	-13	0.2	x	-1	2.4	-2.2
CC(C)CCNC(=O)c1onc(CSc2ccncc2)c1C(=O)NCCC(C)C	0	-3.6	-1	9	-4	3.6	-2	6	-0.1	0.7
C[C@@H]1CN([C@@H](C)CO)C(=O)c2cc(N(C)C)ccc2O[C@@H]1CN(C)S(C)(=O)=O	-1	1.7	1	2	2	4.0	1	8	2.6	-2.1
COc1ccc(C2(c3ccc(OC)cc3)NC(=O)N(CC(=O)NC3CCCC3)C2=O)cc1	5	4.1	2	5	-11	-2.7	-4	-2	-0.9	-0.4
Cc1ccc(CN2CCN(Cc3cnn(-c4ccc(F)cc4)c3)CC2CCO)o1 (stereo unspecified)	1	0.2	x	11	-12	4.7	2	2	1.0	-1.7
Fc1cccc(Nc2ncnc3c2cnn3-c2ccccc2)c1	-6	0.5	26	22	0	2.2	22	0	-0.3	-1.6
COc1cccc(C(=O)NCC(=O)N/N=C/c2cn[nH]c2-c2ccccc2)c1	0	-0.4	x	-7	-6	1.1	-3	-9	0.8	-3.6
CCOc1ccc2nc(NCCNC(=O)Nc3ccccc3)c(C#N)cc2c1	0	-0.7	-19	x	-7	1.6	-21	-13	4.5	x
O=C(O)c1cccc(OS(=O)(=O)c2cc(Br)ccc2Br)c1	6	-1.3	-2	-4	-12	1.7	1	-12	2.3	-0.5
O=C(c1cc(-c2ccc(O)cc2)on1)N1CCCCCC1	1	-0.6	2	-3	-8	-2.7	40*	3	4.4	-5.4
COc1ccc(C(=O)c2ccc(Br)cc2)cc1	-13	-1.3	1	-22	-14	5.7	-5	0	-0.9	-0.9
Cn1c2cc(C#N)sc2c2cnn(Cc3ccc(F)cc3)c(=O)c21	0	0.4	-3	-11	-13	2.8	0	1	-0.7	-0.2
CN1C(=O)/C(=C/c2ccccc2OCc2ccc(F)cc2)N(C)C1=S	-11	1.6	-5	10	11	2.0	-1	0	0.2	-0.9
Cc1ccc(SCC(=O)NCC2COc3ccccc3O2)cc1 (stereo unspecified)	-2	2.8	-2	x	-18	5.5	-1	-5	0.6	0.0
COc1ccc(OCc2cc(C(=O)N3CCN(C4CCCC4)CC3)no2)c(Cl)c1	-1	2.8	2	12	-2	1.3	19	4	-1.1	-2.0
Cc1ccc(NC(=O)C2CCCN(S(=O)(=O)c3c(C)noc3C)C2)cc1F (stereo unspecified)	-6	-4.1	6	16	-15	0.7	x	5	-2.1	-0.9
O=S(=O)(/N=C(/Nc1cccnc1Cl)c1ccccc1)c1ccccc1	1	0.6	3	-4	4	0.9	-1	-8	1.0	-0.2
Cc1cc(C)n(-c2cc(-c3ccccc3)nc(C)n2)n1	-8	-0.7	0	-19	1	1.9	x	4	2.1	-0.3
Cc1ccc(P(=O)(CSC(=N)N)c2ccc(C)cc2)cc1	-11	-5.6	-140	16	-20	2.8	2	0	0.6	-4.4
O=C(/C=C/c1cccs1)Nc1sc2c(c1C(=O)O)CCCC2	12	-0.6	25	-16	-4	2.3	14	-2	4.8	-1.7
O=C(CSc1nnc(CCc2nc3ccccc3[nH]2)n1-c1ccccc1)NCc1ccccc1	0	0.0	-13	-13	-10	3.3	x	-2	0.7	-1.2
CCCCn1c(N)c(N(CCOC)C(=O)CSCc2ccc(Cl)c(Cl)c2)c(=O)[nH]c1=O	1	-0.9	5	13	-11	-1.3	-4	7	1.0	-2.4
COc1ccc(Cl)cc1NC(=O)CNc1ccccc1N1CCOCC1	0	2.6	-13	-3	-10	3.3	-2	-5	0.0	-2.6
COc1ccc(C)cc1NC(=O)CN1C(=O)COc2ccc(C)cc21	-5	-0.6	x	21	4	2.4	4	6	-2.3	-0.6
CCOCCC(=O)Nc1cc(Cl)ccc1OC	0	-2.0	1	-19	-14	2.0	-2	-5	-1.6	0.0
O=C(Nc1ccccc1C(=O)O)c1cc(S(=O)(=O)Nc2cccc(F)c2)ccc1Cl	8	-2.9	6	-13	-4	0.9	-1	-3	2.7	-1.4
CCc1ccc(NC(=O)Cn2ncn3c(cc4ccccc43)c2=O)cc1	-2	2.1	-3	-14	3	5.1	-1	-1	3.4	-1.2
Cc1cccc(Cn2cnc3c(nnn3Cc3ccc(F)cc3)c2=O)c1	-5	0.2	3	7	-13	2.9	x	-7	2.8	-1.1
O=C(NCCN1CCOCC1)c1cc2sccc2n1Cc1ccc(Cl)cc1	1	-2.4	26	1	3	2.8	-9	19	-0.7	-3.4
O=C(Nc1ccccc1F)c1coc(=O)c(Br)c1	-2	0.6	-59	x	-2	4.4	4	-1	0.0	-0.3
COC(=O)c1cc(C(=O)OC)[nH]n1	-2	-0.7	-14	2	-8	3.8	1	-7	3.9	0.2
CS(=O)(=O)N1CCCC(C(=O)Nc2ccccc2Cl)C1 (stereo unspecified)	1	0.8	-2	-15	-2	2.5	1	-12	0.2	-3.4
CC1(c2nnc(-c3ccccc3)o2)CC(c2ccc([N+](=O)[O-])cc2)=NO1 (stereo unspecified)	1	-2.2	-3	x	-5	3.2	-4	6	0.7	-1.4
O=C(NCc1cccnc1)Nc1ccc(F)cc1F	-1	-0.6	5	3	3	2.3	4	3	-2.1	0.7
COc1ccc(/C=C/C(=O)NCC(=O)N2CCC(N(C)CCN3CCOCC3)CC2)cc1OC	-2	-2.5	-4	x	-6	4.1	-2	-8	-1.0	-2.4
N#Cc1ccccc1NC(=O)c1cccc(COc2ccc(Cl)cc2Cl)c1	-6	2.4	-3	2	-4	1.8	23	-6	4.8	-0.2
CC1(C)CCc2c([nH]c3ccccc3c2=O)O1	-3	-2.5	2	-1	-13	3.4	-1	-10	4.2	-3.9
COc1ccccc1NS(=O)(=O)c1cc(NC(=O)Nc2cccc(C)c2)ccc1N1CCCCC1	-2	-0.2	10	-11	7	6.0	-10	-4	3.4	-1.6
COc1ccc(/C=N/NC(=O)c2c([N+](=O)[O-])c(C)nn2C)cc1	0	0.4	5	4	1	2.1	1	-13	3.2	0.9
Oc1ccc(C=NN=C2c3ccccc3-c3ccccc32)c(O)c1	0	x	2	137*	-7	0.3	-4	2	x	-4.7
CCc1ccc(NC(=O)C(=O)NNC(=O)COc2cccc(OC)c2)cc1	8	-7.8	-3	-18	-7	-4.0	-1	15	4.7	-2.1
CCn1c2ccccc2n2c(=O)c(=O)n(CC(=O)Nc3ccc(C(C)C)cc3)nc12	3	-0.1	-4	-18	-24	3.7	-2	5	3.6	-2.7
COCCN1Cc2cccc(C(=O)NCc3cccs3)c2C1=O	3	-1.4	-4	0	-17	1.6	2	6	3.7	-1.5
Cc1ccc(OCC(=O)NNC(=O)c2cccnc2)cc1	-2	1.0	-1	-56	-1	-1.0	-4	-5	2.9	-0.2
COc1ccc(C2CC(c3ccc(Br)cc3)=NN2C(=O)CSC2=NCCS2)cc1 (stereo unspecified)	-8	0.1	2	-8	-9	1.6	-2	3	1.1	-1.5
C=CCOC(=O)C1=C(C)NC(=S)NC1/C=C/c1ccccc1 (stereo unspecified)	3	0.7	4	-4	-1	-1.4	-3	-10	3.1	0.3
COc1ccc(-c2coc3cc(O)ccc3c2=O)cc1O	-2	-0.5	-2	5	-15	3.7	0	0	3.2	-3.1
COc1ccc(CCNC(=O)C2CCCN2C(=O)Nc2ccc(F)cc2)cc1OC (stereo unspecified)	0	0.3	5	0	1	-0.2	6	-2	-0.4	-0.9
CC1CN(S(=O)(=O)c2cccc(C(=O)NNC(=O)C(C)Oc3ccccc3F)c2)CC(C)O1 (stereo unspecified)	0	-0.1	-16	x	-10	-1.5	3	0	1.0	-3.1
Cc1ccc(C2=NN(C(=O)CCC(=O)O)C(c3cccc([N+](=O)[O-])c3)C2)cc1 (stereo unspecified)	0	1.8	-8	4	-8	-0.5	-1	11	2.5	-0.3
O=C(N=C1SC2CS(=O)(=O)CC2N1c1ccccc1)c1cccc([N+](=O)[O-])c1 (stereo unspecified)	-3	2.1	-13	-11	5	5.8	-5	-4	1.8	0.1
O=C(CSc1nc(C2CC2)nc2ccccc12)Nc1ccccc1Cl	-2	-0.6	-4	23	-10	2.7	-1	2	1.8	0.1
Cc1cc(=O)[nH]c2cc(Cl)ccc12	2	0.4	-2	-2	-4	2.7	x	2	-0.1	-0.1
O=C(COC(=O)C1CCN(S(=O)(=O)c2ccc3c(c2)OCCO3)CC1)NC1CCCCC1	1	2.8	-12	22	-12	1.9	-1	2	0.2	-2.0
CCO[C@H]1OC(C(N)=O)=C[C@@H](C)[C@@H]1CCCO	-4	0.1	2	-16	-2	2.0	2	-5	2.2	-0.2

(further entries)
SMILES	DAGLB inh	E coli growth	Rtt109 Vps75	PfHsp90 yeast 2	PvdQ inh	phage Ecoli inh	Wnt bcat act	Tat export inh	AddAB inh	CAL PDZ FP
COc1ccc(CNCc2cc(Cl)ccc2O)cc1	-8	0.3	3	7	6	1.1	-4	7	2.2	-0.8
COc1ccccc1N1CCN(C(=O)CN2C(=O)C3CCCCC3C2=O)CC1 (stereo unspecified)	1	-3.0	0	4	-12	2.9	0	1	3.3	-1.1
CCOc1ccc(C(C)=O)cc1COC(=O)CN1C(=O)NC2(CCCC2)C1=O	1	1.1	x	-4	-8	6.1	-7	-1	0.3	-1.9
O=c1[nH]c2cc3c(cc2cc1CN(Cc1ccco1)C(=S)NCC1CCCO1)OCCO3 (stereo unspecified)	2	1.5	31	22	3	3.8	0	3	1.3	-2.2
CCOC(=O)N1CCN(S(=O)(=O)c2ccc(OC)c3ccccc23)CC1	-8	-1.0	2	22	-11	1.7	1	-1	-1.4	-0.9
O=C(CCc1ccccc1)NNC(=O)c1ccccc1C(=O)O	0	0.2	1	-4	-14	2.1	-2	-2	1.6	-0.8
CN(C)S(=O)(=O)c1cccc(NC(=O)CN(CCO)CC(=O)Nc2cccc(S(=O)(=O)N(C)C)c2)c1	-1	0.2	-4	4	-18	2.6	1	5	-0.7	-1.0
Cc1ccc(C2CC(c3ccc(C)cc3)n3nc(N)nc3N2)cc1 (stereo unspecified)	3	1.8	28	25	-11	4.7	0	-2	4.5	-0.5

Filtered by structure: the compounds so far with a furan ring, fused or not (three)
SMILES	DAGLB inh	E coli growth	Rtt109 Vps75	PfHsp90 yeast 2	PvdQ inh	phage Ecoli inh	Wnt bcat act	Tat export inh	AddAB inh	CAL PDZ FP
CCCOc1ccc(S(=O)(=O)NNC(=O)c2cc3ccccc3o2)cc1	-1	2.8	x	9	-6	1.8	-1	-2	3.7	-3.0
Cc1ccc(CN2CCN(Cc3cnn(-c4ccc(F)cc4)c3)CC2CCO)o1 (stereo unspecified)	1	0.2	x	11	-12	4.7	2	2	1.0	-1.7
O=c1[nH]c2cc3c(cc2cc1CN(Cc1ccco1)C(=S)NCC1CCCO1)OCCO3 (stereo unspecified)	2	1.5	31	22	3	3.8	0	3	1.3	-2.2

Screening results as filed in PubChem BioAssay.
